15-hLO-2 inh: qHTS Assay for Inhibitors of 15-hLO-2 (15-human lipoxygenase 2); 0.56% of 110,000 active; purified 15hLO-2, xylenol orange hydroperoxide absorbance; Potency, µM (series often up to 57.1 µM), without a hit: at the top dose activity change, negative = inhibition, actives largely listed as inhibitors; also: potency is read from the fitted curve at half-maximal effect; nearly all actives have a fitted effect of over 60% in size; many of its hits are not listed in these tables
Target sequence (O15296 whole entry, looked up): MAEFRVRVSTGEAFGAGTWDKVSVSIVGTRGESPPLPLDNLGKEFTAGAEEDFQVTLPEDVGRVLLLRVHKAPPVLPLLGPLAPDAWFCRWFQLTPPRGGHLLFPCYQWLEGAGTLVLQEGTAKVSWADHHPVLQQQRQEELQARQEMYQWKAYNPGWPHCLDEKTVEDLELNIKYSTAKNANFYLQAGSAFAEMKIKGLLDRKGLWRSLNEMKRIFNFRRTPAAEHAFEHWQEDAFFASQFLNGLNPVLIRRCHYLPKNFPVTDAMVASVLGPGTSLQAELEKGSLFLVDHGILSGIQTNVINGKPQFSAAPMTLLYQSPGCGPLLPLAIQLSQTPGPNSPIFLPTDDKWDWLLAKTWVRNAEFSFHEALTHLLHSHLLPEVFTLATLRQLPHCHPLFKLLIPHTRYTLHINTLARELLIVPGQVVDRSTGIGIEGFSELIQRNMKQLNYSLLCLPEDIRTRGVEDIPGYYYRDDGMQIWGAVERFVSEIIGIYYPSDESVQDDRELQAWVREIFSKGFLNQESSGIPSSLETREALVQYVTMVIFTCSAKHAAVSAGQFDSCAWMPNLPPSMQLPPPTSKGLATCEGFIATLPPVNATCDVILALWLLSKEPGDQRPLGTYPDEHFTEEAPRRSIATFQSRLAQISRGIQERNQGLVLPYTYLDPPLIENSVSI
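Purified human 15hLO-2 (50 nM final) preincubated with compounds 15 min at room temperature in 25 mM Hepes pH 7.5, 0.01% Triton X-100, then 45 uM arachidonic acid added for 90 min; hydroperoxide detected via ferrous/xylenol orange, 573/405 nm absorbance ratio.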
ALOX12 inhib: qHTS Assay for Inhibitors of 12-hLO (12-human lipoxygenase) | Polyunsaturated fatty acid lipoxygenase ALOX12 (Homo sapiens), P18054 | purified 12-hLO, xylenol orange hydroperoxide absorbance | Potency, µM (series often up to 57.1 µM), inactives show top-dose activity change, negative = inhibition, actives largely listed as inhibitors | 0.12% of 150,000 active | AID 1452, 2008; also: potency is read from the fitted curve at half-maximal effect; nearly all actives have a fitted effect of over 55% in size; many of its hits are not listed in these tables
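Purified human 12hLO (150 nM), preincubated 15 min with compound, then 40 uM arachidonic acid for 30 min, room temperature, Hepes pH 7.0 with 0.01% Triton X-100. Hydroperoxide detected by ferrous iron/xylenol orange; 573/405 nm absorbance ratio gives reaction progress.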
IMPase cell inh: qHTS Assay for Identifying the Cell-Membrane Permeable IMPase Inhibitors | Inositol monophosphatase 1 (Rattus norvegicus), P97697 | CHO-M1 cells, IP1 accumulation, HTRF TR-FRET ratio | inhibition (IP1 accumulation), % at 46.1 µM | 120,000 tested, under 10 active; active = well fitted curve in the direction sought with a large enough effect in the signal ratio, not every such curve was filed as active; inconclusive = small, poorly fitted or top-dose-only effect, or a change in a side signal; inactive = no such curve, though single readings can be large or run the other way; the % refers to the signal ratio;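 also: cells stimulated with carbachol in lithium chloride buffer; plate controls were DMSO basal wells for no effect and reference inhibitor wells for full effect; higher means more IMPase inhibition seen as more IP1 and lower FRET ratio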
Target sequence (P97697 whole entry, looked up): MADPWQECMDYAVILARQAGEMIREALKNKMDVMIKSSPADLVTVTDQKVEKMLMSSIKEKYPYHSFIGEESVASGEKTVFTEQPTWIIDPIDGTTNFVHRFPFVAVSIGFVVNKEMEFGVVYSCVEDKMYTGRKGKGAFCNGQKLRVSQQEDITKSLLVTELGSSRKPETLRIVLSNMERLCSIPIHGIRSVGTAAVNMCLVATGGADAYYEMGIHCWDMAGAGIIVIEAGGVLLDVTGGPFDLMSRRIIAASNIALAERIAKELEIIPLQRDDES
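Measured: the HTRF emission ratio (665/620 nm) plus the 620 nm donor channel, each fitted to the Hill equation to give AC50. Cells were CHO-M1 given compounds up to 46 uM and a 30 min carbachol stimulation at 37C.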
PNC assembly inh: High Content Assay for Compounds that inhibit the Assembly of the Perinucleolar Compartment; activity change (PNC), negative = inhibition, % at 10 µM; PC3M PTB-GFP, PNC prevalence imaging, 16 h; stronger effect = lower value; 3.1% of 140,000 active;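 active = readout at or below -70, meaning at least 70% loss of cells showing the perinucleolar compartment, a nuclear body marking cancer cells; inconclusive = readout between -30 and a set limit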;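 also: plate controls were DMSO wells for no effect and camptothecin positive control wells for full effect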
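Read-out is percentage of cells bearing a perinucleolar compartment, from automated 20x imaging of fixed, Hoechst-stained PC3M PTB-GFP cells. Cells were seeded 4 h, then exposed 16 h to compound (23 nl of library stock) in duplicate plates.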
* = called active by the depositor; ? = inconclusive; · = not tested or not shown; & = joins results of further samples; [ ] = dose if it differs, or a comment. Unless noted, calls follow the shape of the dose curve; as a rule, active = well fitted curve in the direction sought with a large enough effect; inconclusive = small, poorly fitted or top-dose-only effect, or another doubt; inactive = no such curve, though single readings can be large; an effect the other way counts as inactive or inconclusive. Unless noted, % is scaled to controls: 0 for no effect and ±100 for the full control effect. Some of the compounds tested. The share of hits here may be higher or lower than overall.

Results follow in this order: 15-hLO-2 inh	ALOX12 inhib	IMPase cell inh	PNC assembly inh
(1) COCCN1Cc2cccc(C(=O)NCc3ccc4c(c3)OCO4)c2C1=O
    ·	-2%	·	?
(2) CN(c1cc(=O)n2ccccc2n1)C1CCCCC1
    1%	2%	0	?
(3) Cn1c(=O)cc(NCc2ccccc2)[nH]c1=O
    7%	-5%	10	-91*
(4) CCn1cc(/C=C/C(=O)Nc2ccn(Cc3c(F)c(F)cc(F)c3F)n2)cn1
    ·	-4%	·	-1
(5) CNc1oc(C)nc1S(=O)(=O)c1ccc(C)cc1
    -10%	0%	7	-3
(6) Cc1cc(NC(=O)c2ccccc2Oc2ccccc2)no1
    2%	-5%	-2	31
(7) O=C1c2ccccc2C(Nc2ccc(S(=O)(=O)N3CCCCCC3)cc2)N1Cc1ccco1 (stereo unspecified)
    -1%	0%	10	-12
(8) CCNc1nc(NCC)nc(C(=O)OCCO)n1
    0%	3%	-6	-19
(9) COCCNC(=O)[C@H]1C[C@@H]1[C@H](NP(=O)(c1ccccc1)c1ccccc1)c1ccccc1
    0%	3%&-1%	·	3
(10) Cn1cccc1-c1nc2ccc(NC(=O)c3ccco3)cc2[nH]1
    1%	-7%	1	-23
(11) COc1ccccc1CN1CCC2(CC1)CCN(S(=O)(=O)c1ccccc1)CC2
    11%	1%	·	·
(12) COc1ccccc1-c1cc(-c2ccc(C)cc2)nc(SCc2nnc(-c3ccccc3)o2)c1C#N
    -10%	2%	2	27
(13) CC(=O)Nc1ccc(CN2CCN(c3cccc(C(F)(F)F)c3)CC2)cc1
    -9%	-2%	-5	?
(14) O=S(=O)(c1ccccc1)N1CCC(n2nnc3cc(F)ccc32)CC1
    2%	4%	-3	-15
(15) CCCNC(=O)c1ccc(CNc2c(N3CCC(C(=O)OCC)CC3)c(=O)c2=O)cc1
    14%	-7%	8	-17
(16) Cc1ccc2c(CC(=O)Nc3sccc3C(N)=O)coc2c1
    -18%	-4%	4	1
(17) Cc1nc([N+](=O)[O-])cn1CC(=O)NCCCO
    ·	1%	·	-17
(18) Cc1ccccc1/C(N)=N/OC(=O)c1cccs1
    ·	3%	·	-3
(19) CO/N=C(/CNC(=O)c1ccc(F)cc1)c1ccc(Cl)cc1
    2%	-2%	7	65
(20) O=C(/C=C/c1cccc2ccccc12)c1ccncc1
    ·	0%	0	62
(21) O=C(Nc1ccc(Cl)cc1F)C1CCN(S(=O)(=O)c2cccnc2)CC1
    -3%	-11%	4	-9
(22) COCCNC(=O)c1nn2cccnc2c1Cl
    -3%	-2%	1	-8
(23) CCOc1ccc(NC(=O)CN(c2cccc(C(F)(F)F)c2)S(C)(=O)=O)cc1
    6%	2%	5	-1
(24) CCOc1ccc(S(=O)(=O)Nc2ccccc2C(=O)N/N=C/c2c(OC)ccc3ccccc23)cc1
    ·	-15%	-7	41
(25) N#CC1=C(SCC(=O)Nc2cccc3cccnc23)NC(=O)C(C#N)C12CCCCC2 (stereo unspecified)
    -1%	-3%	13	20
(26) O=C(Nc1ncn[nH]1)c1ccc(Cl)c(S(=O)(=O)N2CCCCCC2)c1
    30%[activator]	6%	-3	33
(27) CCc1c(C(=O)Nc2nnc(C3CC3)s2)csc1C
    -7%	4%	-17	8
(28) CCC1=C(C)CN(C(=O)NCCc2ccc(S(=O)(=O)NC(=O)NC3CCC(C)CC3)cc2)C1=O (stereo unspecified)
    -6%[0.0915 µM]	3%[0.00818 µM]	4[20.6 µM]	·
(29) COc1cccc(-c2nc(CS(=O)(=O)CC(=O)NCc3ccccc3)c(C)o2)c1
    ·	-7%	1	1
(30) CCN(CC)c1c([N+](=O)[O-])c(=O)sc2ccccc12
    ·	3%	·	59
(31) O=C1CCCC2=C1C(c1ccco1)Nc1ccc3ccccc3c12 (stereo unspecified)
    ?	-27%	-5	-22
(32) Cc1ccsc1C1C(C(=O)O)c2ccccc2C(=O)N1C (stereo unspecified)
    -6%	-2%	-20	?
(33) C#CCSc1n[nH]c(-c2ccco2)n1
    -7%[11.4 µM]	3%[11.4 µM]	·	·
(34) CCC(=O)Nc1ccc(C(=O)CSc2nc3ccccc3cc2CC)cc1
    13%[11.4 µM]	-1%	12[1.84 µM]	?
(35) CCOc1ccc(C2CC(=O)NC3=C2C(=O)CCC3)cc1 (stereo unspecified)
    7%	-3%	5	9
(36) COc1ccc(-n2c(SCC(=O)Nc3nccs3)nc3sc4c(c3c2=O)CCN(C)C4)cc1
    31%[activator]	1%	1	-11
(37) CCC(=O)NC(C)C(c1cccs1)N1CCN(Cc2ccccc2)CC1 (stereo unspecified)
    -1%	1%	10	?
(38) COc1ccccc1-c1nnc(NC(=O)C(C)SC2=NCCS2)s1 (stereo unspecified)
    -20%	-10%	12	24
(39) COc1ccc(-c2nnc(COc3ccc4ccccc4c3)o2)cc1OC
    6%	-1%	8	?
(40) CCCCSc1nc(C)c(C(C)=O)cc1C#N
    10%	-9%	-8	-21
(41) Cc1onc(-c2c(F)cccc2Cl)c1C(=O)NCC1COc2ccccc2O1 (stereo unspecified)
    -2%	-5%	14	3
(42) O=c1[nH]c2cc3c(cc2cc1CN(CCc1ccccc1)Cc1nnnn1C1CCCC1)OCCO3
    -8%	-7%	-5	?
(43) Cc1ccccc1CN1CCN(Cc2ccccc2C(F)(F)F)CC1
    -11%	-6%	1	-3
(44) Cc1cc(C)nc(N2CCCC(C(=O)NCCC3=CCCCC3)C2)n1 (stereo unspecified)
    -2%	-1%	0	36
(45) N#CC1=C(N)Oc2cc(O)ccc2C1c1ccncc1 (stereo unspecified)
    -1%	-2%	-3	?
(46) CC1CC(C)CN(CCCNC(=O)Cc2c(C(=O)O)[nH]c3ccccc23)C1 (stereo unspecified)
    -6%	-4%	1	54
(47) CCOc1ccccc1N1CCN(Cc2ccc(Br)s2)CC1
    26%	-23%	-6	?
(48) Cc1cc(CC(C)C)n(-c2nc3ccccc3c(=O)n2OCc2ccccc2)n1
    10%	1%	-1	-24
(49) COc1ccc(C)cc1S(=O)(=O)N1CCC(C(=O)N2CCOCC2)CC1
    2%	-1%	-8	-12
(50) CC(C)(C)n1nnnc1C(c1cccc(C(F)(F)F)c1)N1CCOCC1 (stereo unspecified)
    5%	-3%	?	20

Remaining list, next part.
Results follow in this order: 15-hLO-2 inh	ALOX12 inhib	IMPase cell inh	PNC assembly inh
(51) CCc1c(O)nc(SCC(=O)Nc2ccccc2C)[nH]c1=O
    -1%	0%	-8	?
(52) O=C(CCCCCCN1C(=O)c2ccccc2C1=O)NC1CCCCC1
    ·	-1%	-3	2
(53) COc1cc(S(=O)(=O)N2CCOCC2)ccc1NC(=O)CSc1nnc(N)s1
    10%	5%	5	2
(54) CCCCNC(=O)NS(=O)(=O)c1ccc(NS(=O)(=O)c2ccccc2)cc1
    -2%	-3%	-4	?
(55) Cc1ccc(CCNS(=O)(=O)c2cnc[nH]2)cc1
    3%	1%	41[activator]	39
(56) CCC(C)n1cnc2c(=O)oc3ccccc3c21 (stereo unspecified)
    -3%	7%	0	15
(57) O=C(O)COc1ccccc1Cc1ccccc1
    5%	-4%	12	43
(58) CN(C)S(=O)(=O)c1cccc(NC(=O)CN2C(=O)C3C4C=CC(C4)C3C2=O)c1 (stereo unspecified)
    ·	-3%	·	17
(59) N#Cc1cn(CC(=O)O)c2ccccc12
    7%	-3%	1	?
(60) COc1ccc(NC(=O)CCCCn2c(=O)[nH]c3ccccc3c2=O)cc1
    -11%	-3%	?	-24
(61) CCOC(=O)CCC(NC(=O)CCCCCCCC(=O)NC(CCC(=O)OCC)C(=O)OCC)C(=O)OCC (stereo unspecified)
    ·	-1%	·	52
(62) O=C(O)CCNS(=O)(=O)c1ccc(Oc2ccccc2)cc1
    -5%	0%	-1	?
(63) CCCN(CCC)c1nc(Cl)nc(NCc2ccco2)n1
    ?	-1%	8[1.84 µM]	41
(64) CC(O/N=C\c1ccccc1O)C(=O)Nc1ccccc1C(=O)N1CCOCC1 (stereo unspecified)
    ·	-2%	·	?
(65) COc1ccc(NC(=O)C2CCCN2S(=O)(=O)c2ccc(F)cc2)cc1 (stereo unspecified)
    -2%	-5%	1	-2
(66) CCc1ccc(NC(=O)C(C)OC(=O)/C=C/c2cccc([N+](=O)[O-])c2)cc1 (stereo unspecified)
    ·	-3%	·	10
(67) Cc1sc(NC(=O)COc2ccccc2)c(C#N)c1-c1ccccc1
    ·	-1%	·	131
(68) CCOC(=O)N1CCC(NC(=O)Cn2cc3c(n2)CCC(C)C3)CC1 (stereo unspecified)
    ·	0%	8	150
(69) COc1ccc(CC(=O)NC(=S)NNC(=O)COc2c(C)cccc2C)cc1
    ·	0%	·	47
(70) O=C1NN=C(c2ccc(Cl)cc2)CC1c1cccc(Cl)c1 (stereo unspecified)
    -14%	-5%	10	?
(71) CCN1c2ccccc2N(C)C1(C)c1ccccc1 (stereo unspecified)
    ·	-27%	12	-13
(72) COC(=O)c1cccc(C23CC4(C2)[C@H](CN(C)[C@@H]4c2ccccc2)C3c2ccccc2)c1 (stereo partly specified)
    14%	0%	·	·
(73) O=c1cc(/C=C/c2c(F)cccc2Cl)[nH]c2ccccc12
    ·	3%	·	1
(74) COc1ccc(N(CC(=O)Nc2ccccc2SC)S(C)(=O)=O)cc1OC
    -1%	-3%	16	57
(75) CCNC(=O)/C(=C\C=C\c1ccccc1)NC(=O)c1ccc(Br)o1
    ·	1%	·	36
(76) O=C1NC(c2ccccc2)=NC1(NS(=O)(=O)c1ccc(Cl)cc1)C(F)(F)F (stereo unspecified)
    ·	-2%	·	-20
(77) CCCCCCCCCCS(=O)(=O)N/N=C/c1ccccc1OC
    ·	1%	·	-7
(78) COC(=O)c1ccccc1NC(=O)c1ccccc1SC
    ·	-7%	-5	18
(79) CCOC(=O)NC(NC(=S)Nc1ccc(OC)cc1)C(Cl)(Cl)Cl (stereo unspecified)
    ·	0%	·	5
(80) COc1cccc(N2C(=O)CC(N3CCc4ccccc43)C2=O)c1 (stereo unspecified)
    4%	-3%	6	37
(81) O=C1c2cc([N+](=O)[O-])cc3cc([N+](=O)[O-])cc(c23)C(=O)N1c1ccccn1
    ·	-1%	·	?
(82) CCNC(=S)NC1CC2CCCC(C1)N2Cc1ccco1 (stereo unspecified)
    2%	2%	13	65
(83) CC(C)C(NC(=O)OCc1ccccc1)C(=O)NCC(=O)OC(C)(C)C (stereo unspecified)
    3%	-5%	-10	16
(84) Cc1cccc(C)c1Nc1c(-c2ccsc2)nc2ncccn12
    ·	7%	·	-20
(85) CCC(=O)NCCSc1c[nH]c2ccccc12
    -17%	-7%	4	-10
(86) COc1ccc(N2CCCn3c2nc2c3c(=O)n(CCc3ccccc3)c(=O)n2C)cc1
    -17%	-2%	-3	5
(87) CC(C(=O)O)N1C(=O)CSC1=S (stereo unspecified)
    -2%	-9%	?	-19
(88) Cc1cc(C)n(-c2ccc(C(=O)OCC(=O)NC(c3ccccc3)c3ccccc3)cc2)n1
    ·	-2%	·	?
(89) O=c1cc(-c2ccccc2)oc2cc(O[C@@H]3O[C@H](CO)[C@@H](O)[C@H](O)[C@H]3O)c(O)c(O)c12
    -10%	-3%	?	·
(90) COc1ccc(-n2c(C)cc(C(=O)COC(=O)c3cc(NC(=O)c4cccs4)c(OC)c(OC)c3)c2C)cc1
    ·	-1%	9	23
(91) COc1ccc(-c2nnc(NC(=O)CSc3ccc(C)cc3)s2)cc1OC
    ·	-2%	·	9

Screening data from PubChem BioAssay.
